# Screening results deposited in PubChem BioAssay by several laboratories.
# GPR55 LPI antagonism – GPR55 antagonists blocking LPI-driven arrestin recruitment, primary screen, imaging, U2OS, beta-arrestin-GFP, LPI agonist (AID 2013); U2OS GPR55 beta-arrestin-GFP translocation imaging, LPI antagonism; higher % means a stronger effect; one-dose inhibition, % at 10 µM; IC50 in µM for titrated hits; actives 0.13% (n = 290,000);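 active = spots per cell inhibited over 60%, with over 100 cells counted and total cytoplasm intensity under 500,000; inconclusive = wells with under 100 cells, flagged as likely toxic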;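 also: U2OS cells stably carrying GPR55 and arrestin-GFP stimulated by 5 µM LPI near EC80; imaged beta-arrestin-GFP aggregate spots per cell after agonist stimulation; plate controls were LPI-stimulated DMSO wells for no effect and DMSO wells without LPI for full effect; some results filed as inactive read as strong as hits; confirmed hits need IC50 under 10 µM and bright autofluorescent wells are also inconclusive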
# NOD2 inhibition – NOD2 signaling inhibitors, cell-based, luminescence, uHTS, HEK293 (AID 1566). HEK293 NOD2/NF-kB luciferase reporter, luminescence; higher % means a stronger effect. inhibition, % at 4 µM; hits with a dose series show EC50 in µM. actives 0.63% (n = 290,000); also: many of its hits are not listed in these tables
# GPR55 activation – GPR55 agonists via beta-arrestin recruitment, primary screen, imaging, U2OS cells, beta-arrestin-GFP redistribution (AID 1961); U2OS GPR55 beta-arrestin-GFP redistribution imaging; higher % means a stronger effect; activation, % at 10 µM; hits with a dose series show EC50 in µM; actives 0.048% (n = 290,000);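 active = activation above 40% with more than 50 cells counted in the well; inconclusive = wells holding fewer than 50 cells, flagged as toxic or sparse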;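 also: U2OS osteosarcoma cells stably expressing GPR55 and beta-arrestin-GFP; plate controls were DMSO negative control for no effect and LPI positive control for full effect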
# Rac1 GTP hydrolysis – MgcRacGAP GTPase-activating activity inhibitors, confirmation, biochemical, ADP Hunter fluorescence | one-dose inhibition, % at 30 µM; IC50 in µM for titrated hits | actives 0.6% (n = 340,000) | MgcRacGAP-stimulated Rac1 GTP hydrolysis, ADP Hunter fluorescence; higher % means a stronger effect; GST-tagged Rac1 F28L mutant substrate;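 active = first-screen hits whose inhibition reached a set limit at any dose in the follow-up dose series; inconclusive = inhibition above the set first-screen limit but never retested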;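 also: fluorescence reports GDP produced by GAP-driven GTP hydrolysis; strong numbers were not always called active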
# NOD1 NF-kB reporter – NOD1 signaling inhibitors, primary screen, cell-based, luminescence, uHTS (AID 1578). inhibition, % at 4 µM; hits with a dose series show EC50 in µM. NOD1-driven NF-kB luciferase reporter cells, luminescence; higher % means a stronger effect. actives 1% (n = 290,000); in the data active = inhibition mostly above about 36%, no sharp cut-off; inactive = mostly below about 34%;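 also: HEK-293T reporter cells stimulated with the NOD1 agonist gamma-tri-DAP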
# HIV fusion peptide – inhibitors of HIV fusion peptide binding, primary screen, biochemical, uHTS, fluorescence dequenching (AID 1986). cell-free peptide binding, fluorescence dequenching, 30 min; higher % means a stronger effect. inhibition, % at 20 µM; hits with a dose series show IC50 in µM. actives 0.3% (n = 290,000); in the data active = inhibition mostly above about 52%, no sharp cut-off; inactive = mostly below about 76%; also: some results filed as inactive read as strong as hits
# SV40 large T antigen – TAg ATPase/helicase activity blockers – biochemical (AID 1903) | actives 0.39% (n = 310,000) | SV40 large T antigen ATPase/helicase inhibition assay; higher % means a stronger effect | inhibition, % at 20 µM; hits with a dose series show IC50 in µM; in the data active = a potency from the dose series; inconclusive = inhibition mostly from about 32% at the one dose, without a potency; inactive = the rest, 99 in 100 with inhibition below about 32%; also: strong numbers were not always called active
# KOR beta-arrestin-1 – KOR antagonists, beta-arrestin recruitment, cell-based, luminescence, uHTS (AID 1778); inhibition, % at 10 µM, or IC50 in µM where a hit was titrated; KOR beta-arrestin recruitment, luminescence, antagonist mode; higher % means a stronger effect; actives 0.091% (n = 290,000); also: strong numbers were not always called active
# KOR beta-arrestin-2 – KOR agonists, beta-arrestin recruitment, primary screen, cell-based, luminescence, uHTS (AID 1777) | actives 0.02% (n = 280,000) | KOR beta-arrestin recruitment, luminescence; higher % means a stronger effect | activation, % at 10 µM, or EC50 in µM where a hit was titrated; in the data active = activation above about 50%, passing the limit was not always enough; also: a part of the inactive calls stands beside numbers as strong as those of hits
# * marks the source's active call; other numbers are inactive results; ? = inconclusive; nt = not tested or not shown; [ ] = remark or other dose. Rule as the data show it, unless noted: active = inhibition above about 50%; inactive = the rest.
SMILES,GPR55 LPI antagonism,NOD2 inhibition,GPR55 activation,Rac1 GTP hydrolysis,NOD1 NF-kB reporter,HIV fusion peptide,SV40 large T antigen,KOR beta-arrestin-1,KOR beta-arrestin-2
Cc1occc1-c1nnc(SCC(=O)N2CCOCC2)n1CC(C)C,5%,6%,-0.1%,-4%,-27%,1.2%,6%,-46%,9.2%
O=C(CCc1ccc(S(=O)(=O)N2CCOCC2)cc1)NN=C1CCCCCCC1,18%,-1%,0.3%,8%,-22%,-0.8%,7%,21%,-4.2%
O=C(Nc1ccccn1)c1ccc2c(c1)OCCO2,0%,-53%,-0.5%,6%,-28%,1.7%,-7%,28%,2.7%
COc1ccccc1CCNC(=O)c1nc(-c2cccs2)no1,5%,-43%,-0.4%,-8%,-20%,0.5%,8%,-9%,2.8%
CCc1nc(N2CCN(C(=O)c3ccco3)CC2)c2c3c(sc2n1)CCCC3,7%,18%,0.2%,6%,32%,7.0%,15%,29%,-0.3%
c1csc(-n2nc3ccccc3n2)c1,-4%,6%,-1.0%,9%,6%,-2.7%,4%,-10%,-1.7%
CCOC(=O)c1c(C)c(C(=O)N2CCN(c3cccc(Cl)c3)CC2)c(C)n1C,16%,20%,0.3%,6%,7%,-2.0%,23%,4%,-2.1%
CS(=O)(=O)c1nc(-c2cccs2)cc(C(F)(F)F)n1,36%,9%,27%,nt,26%,-3.3%,?,29%,-0.1%
COc1ccc(NC(=O)CC#N)cc1OC,-1%,-2%,-0.1%,7%,2%,-2.7%,10%,-10%,5.6%
CCOC(=O)c1cnn(-c2ccccc2)c1NC(=O)c1ccccc1C,3%,0%,-0.2%,3%,0%,-2.2%,18%,-20%,0.7%
COCc1nc(-c2cc(Br)ccc2OC)no1,-2%,-9%,0.2%,9%,-24%,1.1%,13%,-27%,3.7%
CCOc1cc(C2C3=C(CC(C)(C)CC3=O)N(C)C3=C2C(=O)CC(C)(C)C3)ccc1O,-1%,6%,-0.3%,6%,-20%,-0.6%,5%,-58%[20 µM],-2.3%
O=C1CS(=O)(=O)c2ccccc2N1,-2%,-12%,0.0%,4%,-6%,1.9%,17%,-35%,4.0%
CC1(C(=O)N2CCC(CC3CC(c4ccc(Cl)cc4)=NO3)(C(=O)NCC3CCCCC3)CC2)CC1 (stereo not drawn),2%,3%,2.5%,4%,16%,-0.5%,12%,-2%[20 µM],-3.5%
Cn1cccc1Cc1nnc(SCC(=O)Nc2ccc3c(c2)OCO3)n1CCc1ccccc1,5%,-34%,-0.1%,0%,-18%,3.2%,1%,-2%,-2.7%
N#Cc1c(N)sc(=S)c2c1CCCCC2,-2%,12%,-0.2%,24%,18%,50%*,46µM*,1%,3.9%
COc1ccc(OCc2cc(C(=O)N3CCCN(C(C)=O)CC3)no2)c(Cl)c1,-4%,-9%,-0.1%,13%,-32%,-1.0%,6%,-19%,-3.2%
S=C1c2ccccc2CN1c1ccccc1,4%,-12%,-0.2%,10%,-26%,0.0%,21%,-36%,2.4%
Cc1ccccc1-c1nc(Cc2ccccc2)no1,-6%,-34%,-0.5%,9%,-46%,3.5%,9%,-37%,-5.3%
CCOC(=O)N1CCC(NC(=O)c2ccc(CNS(=O)(=O)c3ccc(F)cc3)cc2)CC1,-5%,16%,-0.1%,0%,-25%,-1.0%,1%,-14%,4.7%
Cc1ccsc1/C=N/NC(=O)c1ccco1,-1%,-8%,0.3%,0%,5%,0.1%,17%,-32%,7.4%
Cc1nn(C)c(Cl)c1CN1CCCC(CO)(Cc2ccccc2)C1 (stereo not drawn),4%,6%,-0.2%,-9%,-37%,-0.7%,6%,-18%,0.1%
CCOC(=O)CC1C(=O)NCCN1C(=O)c1cc2c(=O)n3cccc(C)c3nc2s1 (stereo not drawn),0%,9%,-0.1%,5%,-22%,-2.0%,8%,4%,2.6%
CCC/C(=N/NC(=O)c1ccccc1Cl)c1ccccc1,4%,19%,0.8%,8%,0%,0.5%,11%,4%,3.8%
COCc1ccc(C(=O)N(C)CC2CCCN(CCc3ccc(OC)cc3)C2)o1 (stereo not drawn),7%,-22%,-0.2%,1%,-46%,0.6%,11%,-33%,1.8%
COc1ccc(-c2cc(C)no2)cc1S(=O)(=O)N1CCOc2ccccc21,-3%,3%,-0.1%,5%,-9%,-1.8%,9%,-3%,0.6%
COc1ccc(C(=O)CN2C3=NCCCN3c3ccccc32)cc1OC,29%,4%,-0.2%,5%,-40%,-1.2%,8%,-16%,1.1%
COc1ccc(Cc2nnc(SCC(=O)NCCc3ccccc3)o2)cc1,8%,22%,-0.1%,5%,16%,0.7%,4%,5%,3.8%
O=C(N/N=C/c1cc(Cl)cc(Cl)c1O)c1ccncc1,13%,3%,-0.3%,15%,-13%,135%,15%,-7%,-0.7%
Nc1nc(NC(=O)c2cccs2)nn1-c1ccccc1,5%,-26%,0.2%,5%,-19%,0.4%,-3%,-23%,-2.4%
COc1cc(C(=O)NNC(=O)c2ccoc2C)cc(OC)c1OC,2%,4%,-0.3%,-17%,-13%,-1.0%,24%,-15%[20 µM],1.9%
NC(=O)C1CCN(C(=O)c2ccc3c(c2)S(=O)(=O)c2ccccc2C3=O)CC1,1%,-11%,-0.2%,3%,1%,-0.1%,-5%,2%,-4.1%
CC(=O)NS(=O)(=O)c1ccc(NC(=O)c2cc3c(=O)n4ccccc4nc3s2)cc1,1%,-5%,-0.1%,10%,-3%,4.1%,22%,12%,4.2%
CCS(=O)(=O)N1CCC(NC(=O)C(Cc2cc(OC)ccc2OC)NC(C)=O)CC1 (stereo not drawn),2%,13%,0.2%,13%,-13%,0.1%,11%,-32%[20 µM],-0.3%
O=S(=O)(c1ccc(NC(=S)N2CCN(c3ccc(O)cc3)CC2)cc1)N1CCOCC1,0%,-18%,-0.4%,nt,-26%,-3.1%,9.7µM*,-26%,1.4%
Cc1ccc(NC(=S)N(Cc2cccc(Br)c2)CC2CCC(C(=O)O)CC2)cc1 (stereo not drawn),10%,6%,-1.2%,7%,-2%,4.0%,7%,12%,-0.3%
CCCCCSc1nc(C)c(CC(=O)O)c(=O)[nH]1,-8%,11%,-0.1%,13%,-28%,0.6%,-2%,-7%,-5.3%
COC(=O)c1scc(C)c1N/N=C(\C)c1ccc(F)cc1F,0%,-9%,-0.1%,10%,-7%,2.8%,6%,-89%,2.1%
Cc1ccc(N(CC(=O)NC2CCCC2)C(=O)CCC(=O)Nc2ccccn2)cc1,6%,-2%,-0.2%,8%,-40%,-1.3%,0%,-14%,1.2%
CC1(C)Cc2ccccc2C(NNC(=O)c2ccccc2)=N1,-4%,6%,0.1%,4%,-13%,-1.2%,10%,-5%,-2.9%
Cc1noc(C)c1S(=O)(=O)N1CCN(S(=O)(=O)c2ccccc2C#N)CC1,-11%,-10%,0.3%,4%,-51%,0.7%,2%,-29%,1.5%
CCN(CC)c1ccc([N+](=O)[O-])cc1C(=O)O,10%,-2%,-0.2%,4%,22%,-0.7%,2%,0%,-7.4%
Cc1ccc(NS(=O)(=O)c2cccc(C(=O)NNC(=O)c3cccn3C)c2)c(C)c1,20%,-2%,-0.1%,10%,-25%,-1.2%,14%,-17%,-4.7%
COc1ccc2[nH]c(=O)c(CN(CC3CCCO3)C(=S)Nc3ccccc3)cc2c1 (stereo not drawn),2%,9%,0.1%,4%,-32%,0.3%,2%,-45%[20 µM],nt
Nc1[nH]ncc1-c1ccc(F)cc1,3%,15%,0.0%,1%,-13%,0.5%,16%,1%,-1.6%
Cc1ccc(C)c(C(C)NC(=S)NC2CCCCC2)c1 (stereo not drawn),-4%,17%,0.3%,2%,5%,-1.9%,13%,12%,1.7%
O=C(Cc1cccs1)N1CCCC(c2nc3c(nnn3Cc3ccc(F)cc3)c(=O)[nH]2)C1 (stereo not drawn),0%,6%,0.1%,2%,-37%,1.9%,2%,4%,-9.7%
COc1ccc(C(=O)N[C@H](C(=O)NCc2ccc(C)cc2)C(C)C)cc1,-3%,-3%,-0.2%,5%,15%,-2.5%,7%,-17%,0.3%
O=C(OCC(=O)N1CCN(c2ccccc2)CC1)c1ccc2ncsc2c1,?,-21%,-0.3%,9%,-23%,23%,7%,-4%,7.3%
COc1ccccc1/C=C/c1onc(C)c1S(=O)(=O)N1CCC(C(=O)NC2CCCCCC2)CC1,-2%,-63%,-0.2%,-8%,4%,-0.1%,nt,-4%,1.7%
O=C(COc1ccc2c(c1)oc(=O)c1ccccc12)NC(Cc1ccc(Cl)cc1)C(=O)O (stereo not drawn),3%,7%,0.2%,6%,-22%,15%,3%,-26%[20 µM],1.1%
N#Cc1ccc(C(=O)Nc2nc3ccccc3[nH]2)cc1,1%,-96%,-0.2%,-3%,-78%,-0.7%,-1%,-17%,-0.5%
Oc1ccc2ccccc2c1CNc1ccccn1,-2%,8%,-0.2%,13%,-10%,-2.3%,3%,19%,1.2%
CC(=O)c1cc(F)c(N2CCN(C(=O)c3ccco3)CC2)cc1C,1%,-23%,-0.1%,7%,-31%,0.3%,-2%,0%,-1.5%
O=C1NC(c2cccs2)Nc2ccccc21 (stereo not drawn),-9%,-27%,-0.2%,5%,7%,-1.9%,-4%,-6%,-7.4%
Nc1ccc(S(=O)(=O)N2CCOCCOCCOCCOCCOCC2)cc1,13%,5%,0.4%,12%,-12%,0.0%,3%,-17%[20 µM],1.4%
CCOC(=O)N1CCC(Nc2c(NCCN3CCN(Cc4ccccc4)CC3)c(=O)c2=O)CC1,12%,4%,0.0%,3%,-13%,2.0%,1%,20%,-2.9%
CN(CCCC(=O)NCc1ccccc1)S(=O)(=O)c1ccc([N+](=O)[O-])cc1,-26%,16%,-0.2%,1%,-20%,1.6%,4%,-7%[20 µM],-4.3%
COCCN(C(=O)CC(C)(C)C)c1nnc(-c2cccnc2)s1,6%,9%,-0.4%,8%,-13%,1.4%,3%,35%,4.7%
Cc1cc(Cl)c(S(=O)(=O)Nc2ccccn2)cc1OCC(N)=O,1%,-31%,-0.3%,7%,-5%,-0.1%,11%,3%,0.2%
Cc1ccc(NC(=O)NCCCN2CCCC2=O)cc1Cl,5%,-20%,0.0%,10%,-60%,1.2%,13%,-3%,-3.1%

# Rewritten with two lines to a compound: entries from further up.
# Sequence of screens – GPR55 LPI antagonism	NOD2 inhibition	GPR55 activation	Rac1 GTP hydrolysis	NOD1 NF-kB reporter	HIV fusion peptide	SV40 large T antigen	KOR beta-arrestin-1	KOR beta-arrestin-2
N#Cc1ccc(C(=O)Nc2nc3ccccc3[nH]2)cc1
    1%	-96%	-0.2%	-3%	-78%	-0.7%	-1%	-17%	-0.5%
Cc1ccc(NC(=O)NCCCN2CCCC2=O)cc1Cl
    5%	-20%	0.0%	10%	-60%	1.2%	13%	-3%	-3.1%

# These rows are one share of the data, so the mix of outcomes need not match the whole.
